# High-throughput results as filed in PubChem BioAssay.
# TDP1 block: qHTS Assay for Inhibitors of Tyrosyl-DNA Phosphodiesterase (TDP1) | Tyrosyl-DNA phosphodiesterase 1 (Homo sapiens), Q9NUW8 | AID 485290, 2010 | actives 0.28% (n = 350,000) | Potency, µM (highest dose often 130 µM), inactives show at the top dose activity change, negative = inhibition, hits mostly inhibitors | recombinant TDP1, AlphaScreen DNA substrate cleavage; further: nearly all actives have a fitted effect of over 40% in size
#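 AlphaScreen read-out: signal falls as enzyme removes the 3' tyrosine-FITC from a 5'-biotinylated DNA oligo (15 nM, 5 min, RT). Enzyme was E. coli-made recombinant Tdp1 at 1 nM, exposed to compound for 15 min beforehand; beads 10 ug/ml, 10 min.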
# N370S GC mod: qHTS Assay for Inhibitors and Activators of N370S glucocerebrosidase as a Potential Chaperone Treatment of Gaucher Disease | Lysosomal acid glucosylceramidase (Homo sapiens), P04062 | N370S GC spleen homogenate, 4MU-glucoside fluorescence | Potency, µM (doses to about 59.4 µM), inactives show at the highest dose activity change, negative = inhibition, usual class: inhibitors | actives 0.092% (n = 330,000);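 further: 0% = full enzyme activity and -100% = no enzyme basal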
# FEN1 inhibitor: qHTS Assay for the Inhibitors of Human Flap endonuclease 1 (FEN1) | P39748 | Recombinant FEN1 flap cleavage, fluorescence, 15 min | Potency, µM (top dose mostly 114 µM), for the others: at the highest dose activity change, negative = inhibition, actives largely listed as inhibitors | actives 0.35% (n = 390,000); further: nearly all actives have a fitted effect of over 65% in size
#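 Read-out was taken twice, immediately and after 15 min, following addition of 50 nM substrate to 10 nM FEN1 that had sat with test compound for 15 min at room temperature. Curves came from a four-parameter Hill model.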
# Numbers without * were called inactive; ? = inconclusive; · = no result given; & = joins results of further samples; [ ] = another dose, or the depositor's remark. The call rests on the fitted dose curve; in most records, active means well fitted curve in the direction sought with a large enough effect; inconclusive means small, poorly fitted or top-dose-only effect, or another doubt; inactive means no such curve, though single readings can be large; an effect the other way counts as inactive or inconclusive. Unless noted, on the % scale 0 is the no-effect control and ±100 the full control effect; potency means the concentration at half of the fitted maximal effect. The order is random; 0.53% or so of the library scored in one or more.
item	canonical_smiles	TDP1 block	N370S GC mod	FEN1 inhibitor
1	O=C(NCc1ccc(F)cc1)C1CCCN(S(=O)(=O)c2ccc(Br)s2)C1 (stereo unspecified)	1%	1%	-5%
2	CS(=O)(=O)c1ccc(S(=O)(=O)N2CCC(CO)(CCCc3ccccc3)CC2)cc1	4%	-25%	14%
3	CCOC(=O)C1CCN(C(=O)c2cc3cc(Cl)ccc3[nH]2)CC1	·	-6%	-11%
4	CCOCCCN1CC(C(=O)NCCc2ccccc2)CC1=O (stereo unspecified)	2%	9%	-8%
5	CCN(C[C@H]1N[C@@](CC)(C(=O)OC)[C@H]2C(=O)N(C)C(=O)[C@@H]12)S(=O)(=O)c1ccc(C(C)(C)C)cc1	1%	·	5%
6	N#Cc1cc2ccccc2nc1SCc1ccccn1	-9%	22%	-15%
7	O=C(NCN1CCc2ccccc2C1)c1cnccn1	4%	7%[2.35 µM]	-2%
8	O=C(NCCOc1cccc2cccnc12)c1cccs1	0%	1%	-9%
9	O=C1CCN(C(=O)Nc2ccccc2)N1	8%	-24%	-16%
10	CCN1C(=O)NC(c2ccc(Cl)cc2)C2=C1CCCC2=O (stereo unspecified)	·	0%	-4%
11	O=C(c1cccc(C(F)(F)F)c1)N1CCOC12CCN(c1ncc(C(F)(F)F)cc1Cl)CC2	1%	-17%	-24%
12	CC(C)(C)[Si](C)(C)c1c2c(nc3ccc(OCc4ccccc4)cc13)-c1cccc(=O)n1C2	-1%	?	·
13	CCN(CC)C(=O)CSc1nc(N)c(C#N)c(-c2cccs2)c1C#N	-6%[56.1 µM]	6%	10%
14	COc1ccc(-c2ccc3c(c2)S(=O)(=O)c2cccc(C(=O)N4CCN(C5CCCCC5)CC4)c2C3=O)cc1OC	5%	·	-5%
15	CCN(CC)S(=O)(=O)c1ccc2c(c1)nc(SCC(=O)N1CCOCC1)n2-c1ccccc1OC	-6%	15%	-7%
16	O=C(COc1ccc(S(=O)(=O)N2CCCC2)cc1Cl)NCc1ccco1	0%	4%	-12%
17	Cc1ccc(NC(=O)NCc2ccc3c(c2)OCO3)c(C)c1	-3%	-1%	12%
18	COc1ccc2c(c1)CCCC2NS(=O)(=O)OCC(Cl)(Cl)Cl (stereo unspecified)	·	1%	-1%
19	COc1ccccc1-c1sc2cc3c(cc2c1-c1ccc(OCCN2CCCCC2)cc1)OCO3	8%	·	0%
20	COc1cccc(-c2csc(N3CCN(CC(=O)Nc4ccc5c(c4)OCO5)CC3)n2)c1	9%	-7%	-4%

# The closing 2 records of the part above come first, to join the parts.
item	canonical_smiles	TDP1 block	N370S GC mod	FEN1 inhibitor
19	COc1ccccc1-c1sc2cc3c(cc2c1-c1ccc(OCCN2CCCCC2)cc1)OCO3	8%	·	0%
20	COc1cccc(-c2csc(N3CCN(CC(=O)Nc4ccc5c(c4)OCO5)CC3)n2)c1	9%	-7%	-4%
21	CCOc1ccc(-n2nc(CO)c(C(=O)NCc3ccccn3)n2)cc1	5%	·	4%
22	O=C(NCC1CCCO1)c1cc2c([nH]c3ccccc32)c(-c2cccc(Br)c2)n1 (stereo unspecified)	·	?	-22%
23	O=C(c1ccc(Br)s1)N1CCN(C/C=C/c2ccccc2)CC1	2%	8%	-12%
24	Cc1cccn2cc(-c3ccc(S(=O)(=O)N4CCCCC4)cc3)nc12	-6%	1%	0%
25	CCOc1cc(CNC(=O)c2ccc3c(c2)nc2n3CCCCC2)ccc1OC	8%	·	13%
26	O=c1oc2ccccc2cc1-c1nnc(-c2cccc(Br)c2)o1	5%	18%	-2%
27	Cc1ccc(-c2csc(N3CCN(S(=O)(=O)c4ccc5c(c4)NC(=O)CO5)CC3)n2)cc1	5%	1%	12%
28	CN1CCN(C(c2ccccc2)c2nnnn2Cc2ccccc2)CC1 (stereo unspecified)	2%	-7%	-4%
29	C=CCn1c(-c2cc3cccc(OC)c3o2)n[nH]c1=S	-3%	0%	1%
30	CCc1ccccc1O	6%	9%	·
31	Cc1ccccc1C(=O)N1CCN(C(c2ccccc2)c2ccccc2)CC1	0%	-9%	1%
32	COc1ccccc1C(=O)NNC(=O)CCN1C(=O)/C(=C\c2ccccc2)SC1=S	0%	-5%	-5%
33	O=C(CCC(=O)NNC(=O)Nc1ccc(Cl)cc1)NCc1ccccc1	1%	-20%	-7%
34	CCNc1nc(NC(C)CC)nc(Oc2ccc(OCC)nn2)n1 (stereo unspecified)	6%&2%	11%	-9%&-2%
35	O=[N+]([O-])c1ccc2nc(SCc3cn4cc(Cl)ccc4n3)[nH]c2c1	-3%	12%	-5%
36	Cc1ccc(SCC(=O)NCCCc2ccccc2)cc1	0%	3%	11%
37	CN[C@@H]1[C@H](O[C@@H]2O[C@H](C)[C@@](O)(CO)[C@H]2O[C@H]2[C@H](O)[C@H](O)[C@H](N=C(N)N)[C@@H](O)[C@@H]2N=C(N)N)O[C@@H](CO)[C@H](O)[C@H]1O	17%	-10%	·
38	O=C(Nc1ccc(F)cc1)c1sc2cc(C(F)(F)F)cnc2c1-c1cccs1	-1%	7%	-2%
39	CC(C)[C@@H](N)C(=O)NCC1CCC(C(=O)N[C@@H](Cc2ccccc2)C(=O)O)CC1 (stereo partly specified)	·	-2%	1%
40	CN(C)/C=C1\C(=O)N(c2ccc(Cl)cc2)CS1(=O)=O	4%	-15%	-10%
41	COc1ccccc1/C=N/NC(=O)c1cccc2ccccc12	·	3%	-2%
42	C=CCC1(N(C(C)=O)c2ccccc2C)CCCCC1	-2%	4%	-5%
43	CCOC(=O)Nc1ccc2nc(Sc3ccc(Cl)cc3)sc2c1	2%	6%	-4%
44	Cc1cc2oc(=O)cc(CN(C)Cc3ccccc3Cl)c2cc1C	·	4%	-19%
45	COc1ccccc1CN1CCN(C2CCN(C(=O)NC(C)C)CC2)C(=O)C1=O	-9%	·	-1%
46	CC(=O)Nc1ccc(NC(=O)C(C)OC(=O)CN2C(=O)C3CCCCC3C2=O)cc1 (stereo unspecified)	-2%	-6%	0%
47	Cc1cccc(C)c1NC(=O)N1C(C(=O)O)CSC1C(=O)O (stereo unspecified)	·	6%	-1%
48	CCOc1cc(C(=O)OCC(=O)Nc2ccc(Cl)cn2)ccc1OCC(=O)N1CCOCC1	1%	10%	-5%
49	COc1ccc(CNC(=O)c2cc(=O)[nH]c3ccc(S(=O)(=O)N4CCCC4)cc23)c(OC)c1	5%	·	-6%
50	Cc1ccsc1CN(C(=O)COc1ccc(Cl)cc1)C1CCS(=O)(=O)C1 (stereo unspecified)	1%	·	7%
51	COC(=O)c1ccc(/C=N/NC(=O)c2cccc(F)c2)cc1	2%	0%	1%
52	Cc1ccc(-n2c(Cc3cccn3C)nnc2SCC(=O)N2CCc3ccccc32)cc1	10%	0%	-17%
53	CCOC(=O)N1C=CC(C)=C[C@@H]2[C@@H](N3C(=O)c4ccccc4C3=O)C(=O)N21	0%	6%	-8%
54	Cc1ccc(C(=O)NCCc2ccc(Cl)cc2)cc1-n1c(C)nc2cccnc21	3%	·	-5%
55	CCC(C)(CC(=O)O)CC(=O)Nc1cc(C(F)(F)F)cc(C(F)(F)F)c1 (stereo unspecified)	-4%	-26%	-1%
56	Cn1cc(C(=O)N2CCN(c3cccc(C(F)(F)F)c3)CC2)c2c3ccccc3n(C)c2c1=O	6%	·	-4%
57	Cc1ccccc1/[N+]([O-])=C/c1cccs1	0%	-6%	15%
58	CN(CC(=O)Nc1ccc2c(c1)OCCO2)S(=O)(=O)c1ccc(Br)s1	6%	7%	-3%
59	O=C(NC(=S)Nc1ccc2oc(=O)ccc2c1)c1ccccc1F	-1%	3%	-11%
60	CCOC(=O)c1c(C)[nH]c(C(=O)OCC(=O)Nc2ccc(OC)c(Cl)c2)c1C	0%	5%	-4%
61	COc1cc(S(=O)(=O)Nc2ccccc2C(=O)N2CCCCC2)ccc1NC(C)=O	1%	·	23%
62	Cc1ccccc1C(=O)NC(=S)NC1CC1	·	-4%	32%
63	COc1ccc(Nc2cc(C(=O)NCc3ccccc3OC)c3ccccc3n2)cc1	2%	·	14%
64	Cc1ccc(C2(c3noc(CN(C)CCO)n3)CCCC2)cc1	2%	-6%	13%
65	Cc1c(Cc2c(C)n(C)n(-c3ccccc3)c2=O)c(=O)n(-c2ccccc2)n1C	3%	-2%	-3%
66	CN(C)/C(CN1CCOCC1)=C1\N=C(c2ccccc2)OC1=O	0%	-9%	-1%
67	O=C(NCc1ccc2c(c1)OCO2)C1CCN(C(=O)Nc2ccc(Cl)cc2)CC1	0%	0%	-1%
68	Cc1cccc(NC(=S)N/N=C/c2cccc([N+](=O)[O-])c2)c1	3%	-3%	0%
69	COc1cc(C(=S)N2CCOCC2)ccc1OC(=O)c1cc(OC)c(OC)c(OC)c1	·	-4%	-3%
70	O=C(Nc1ccccc1C(=O)NCC1CCCO1)c1ccccc1F (stereo unspecified)	3%	2%	5%
71	O=C(O)CCc1ccc(-c2ccc(Br)cc2)n1-c1cccc(O)c1	·	-2%	-15%
72	Cc1ccc(NC(=O)CCS(=O)(=O)c2ccccc2)cc1S(=O)(=O)N1CCCCCC1	·	-1%	-21%
73	CCN(CC)CCC#CC(O)(c1ccccc1)c1ccccc1	1%	1%	6%
74	COc1ccc(-c2csc(N(CCCN(C)C)C(=O)c3ccc(F)cc3)n2)cc1	4%	-7%	10%
75	CCOC(=O)C1=C(COC(=O)/C=C/c2cccc(Cl)c2)NC(=O)NC1C (stereo unspecified)	-3%	4%	2%
76	O=C(CCSc1nc2ccccc2o1)Nc1ccccc1	·	17%	13%
77	O=C(N/N=C/c1ccc(Br)s1)Nc1ccccc1	3%	26%	-12%
78	CCOc1ccc(S(=O)(=O)N(CC)CC)cc1NC(=O)c1ccc(N2CCCC2=O)cc1	6%	-6%	-2%
79	CCOc1cccc2sc(N(CCN(CC)CC)C(=O)c3ccc(S(=O)(=O)N4CCCC4)cc3)nc12	5%	-5%	-3%
80	CCc1cc(C(=O)O)c(NC(=O)c2cc(OC)c(OC)c(OC)c2)s1	5%	-3%	1%

# More records:
item	canonical_smiles	TDP1 block	N370S GC mod	FEN1 inhibitor
81	CC(=O)C(=[N+]=[N-])C(=O)NCc1ccccc1	0%	0%	4%
82	O=C(NCc1ccccc1F)c1sc2ncccc2c1-n1cccc1	11%	·	8%
83	COc1cc(C(=O)ON=C2C3CC4CC(C3)CC2C4)cc(OC)c1OC	·	-2%	11%
84	O=C(Nc1ccc(Br)cc1)C1Cc2ccccc2O/C1=N\O (stereo unspecified)	·	-10%	-6%
85	COc1ccc(CC(O)CC2c3c(cc4c(c3OC)OCO4)CCN2C)cc1 (stereo unspecified)	·	-12%	-3%
86	Fc1ccccc1N1CCN(c2ncnc3[nH]ncc23)CC1	9%	6%	2%
87	CC(=O)N1CCc2c(sc3c2c(=O)n(-c2ccccc2)c(=O)n3CC(=O)c2ccccc2)C1	-1%	·	3%
88	CC(=O)c1c(C)[nH]c(C(=O)CN2C(=O)NC3(CCCCC3C)C2=O)c1C (stereo unspecified)	0%	2%	1%
89	O=C(NCC(c1ccc2c(c1)OCO2)N1CCOCC1)C(=O)Nc1cccc(Cl)c1 (stereo unspecified)	0%	·	-1%
90	COc1ccc(NC(C)c2ccccc2)cc1 (stereo unspecified)	4%	1%	5%
91	COc1ccc(CN2CCN(Cc3ccccc3)C(CCO)C2)cc1OC (stereo unspecified)	0%	-2%	0%
92	S=C(NCCCN1CCOCC1)NC1CCCC1	0%	-1%	-21%
93	Cc1ccc([N+](=O)[O-])cc1S(=O)(=O)Nc1ccc(C(=O)N(C)C)cc1	2%	4%	0%
94	Brc1ccc2[nH]c3nc(SCCN4CCOCC4)nnc3c2c1	4%	-1%	-7%&5%
95	CC1=C(C(N)=O)C(c2cccs2)NC(=O)N1 (stereo unspecified)	-3%	3%	16%
96	CCCNC(=O)NC1CCCCCCC1	5%	19%	1%
97	CCN(CC)C(=O)CSC(=Nc1ccccc1F)NC#N	-2%	-1%	2%
98	CC(=O)N1CC2(C)CN(C(C)=O)CC(C)(C1)C2=O	-6%	5%	-1%
99	CCSc1nnc(CCNS(=O)(=O)c2ccc(C(C)=O)cc2)n1C	3%	-4%	-2%

# Some of these compounds in order of their number in TDP1 block, rising:
entry | SMILES | TDP1 block
95 | CC1=C(C(N)=O)C(c2cccs2)NC(=O)N1 (stereo unspecified) | -3%
87 | CC(=O)N1CCc2c(sc3c2c(=O)n(-c2ccccc2)c(=O)n3CC(=O)c2ccccc2)C1 | -1%
93 | Cc1ccc([N+](=O)[O-])cc1S(=O)(=O)Nc1ccc(C(=O)N(C)C)cc1 | 2%
99 | CCSc1nnc(CCNS(=O)(=O)c2ccc(C(C)=O)cc2)n1C | 3%
90 | COc1ccc(NC(C)c2ccccc2)cc1 (stereo unspecified) | 4%
96 | CCCNC(=O)NC1CCCCCCC1 | 5%
82 | O=C(NCc1ccccc1F)c1sc2ncccc2c1-n1cccc1 | 11%
